# sPLA2-III inh – Blocks human group III sPLA2 activity. Q9NZ20. QFRET BODIPY PC-A2 liposome hydrolysis, fluorescence. inhibition, % at 12.2 µM. 370,000 compounds, 0.56% hits;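 active means inhibition above mean plus 3 SD of compounds lying within the high and low control bounds, cut at about 19% in these data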;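 further: 0% = median of test compound wells and 100% = no enzyme DMSO wells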
# NR1D1 modulator – modulates human Rev-erb alpha binding to DNA | activity, % at 10 µM | Rev-erbα–FITC-DNA binding, fluorescence polarization, 90 min | 370,000 compounds, 0.79% hits | P20393;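 active means activity above about 14%, limit read from the data; passing the limit was not always enough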;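 further: 0% = DMSO wells with 35 nM protein and 100% = DMSO wells with 750 nM protein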
# Target sequence (P20393 whole entry, looked up): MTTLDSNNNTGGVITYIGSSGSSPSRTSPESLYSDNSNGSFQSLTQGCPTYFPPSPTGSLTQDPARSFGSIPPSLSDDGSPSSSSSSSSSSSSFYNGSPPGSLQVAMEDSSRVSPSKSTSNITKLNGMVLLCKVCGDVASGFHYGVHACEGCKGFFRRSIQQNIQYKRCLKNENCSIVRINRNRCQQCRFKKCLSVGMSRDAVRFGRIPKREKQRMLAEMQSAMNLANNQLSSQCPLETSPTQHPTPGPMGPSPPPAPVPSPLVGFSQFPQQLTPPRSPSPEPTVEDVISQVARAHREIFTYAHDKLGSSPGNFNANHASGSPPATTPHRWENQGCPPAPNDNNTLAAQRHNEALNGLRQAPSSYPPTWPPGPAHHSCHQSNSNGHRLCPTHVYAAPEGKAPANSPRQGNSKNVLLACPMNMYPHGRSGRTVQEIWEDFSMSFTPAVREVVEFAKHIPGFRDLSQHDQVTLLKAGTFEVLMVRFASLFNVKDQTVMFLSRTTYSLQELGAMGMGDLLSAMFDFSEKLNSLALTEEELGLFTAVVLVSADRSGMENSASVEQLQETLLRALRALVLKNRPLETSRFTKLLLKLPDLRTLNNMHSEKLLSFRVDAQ
# ASAP1 GAP inh – ASAP1 ArfGAP inhibition; Q9ULH1; ASAP1-stimulated ARF1 GTP hydrolysis, GDP FP detection; inhibition, % at 16.5 µM; 360,000 compounds, 0.19% hits; in the data active means inhibition above about 25%;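 further: 0% = vehicle with enzyme and substrate and 100% = no enzyme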
# PLC-gamma1 inh – PLC-gamma1 (human) inhibition, primary screen; P19174; purified PLC-gamma1, fluorogenic substrate, fluorescence; inhibition, % at 12.2 µM; 370,000 compounds, 0.84% hits; in the data active means inhibition above about 9.5%
# KLK7 zymogen act – activates the human kallikrein-7 zymogen; P49862; purified proKLK7, EDANS-DABCYL substrate fluorescence; 100% is mature enzyme control, 0% vehicle; activation, % at 7 µM; 370,000 compounds, 0.9% hits; AID 652039;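 active means activation above the mean of all tested compounds plus 3 SD, computed per campaign excluding outliers beyond control limits, cut at about 13% in these data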
# Tn6 DDE FP – DD(E)-Tn6 binding inhibition, primary FP screen. Fibrin DD(E) TRITC-Tn6 fluorescence polarization displacement. P02675. AID 720509. 370,000 compounds, 0.21% hits. inhibition, % at 8.3 µM;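 active means inhibition above a per-campaign cutoff: mean of compounds within control limits plus 3 SD, cut at about 15% in these data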;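 further: 0% = median of all compound wells on the plate and 100% = blocking peptide control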
# PLCb3 inh – PLC-beta3 (human) inhibition, primary screen; Q01970; Purified PLC-beta3, fluorogenic substrate, fluorescence; inhibition, % at 12.2 µM; 370,000 compounds, 0.18% hits; AID 720704; in the data active means inhibition above about 11%;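 further: 0% = median of compound wells on plate and 100% = full blocker control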
# ARFGAP1 inh – rat ARFGAP1 inhibition; Q62848; Arfgap1-stimulated ARF1 GTP hydrolysis, GDP FP detection; inhibition, % at 16.5 µM; 360,000 compounds, 0.26% hits; AID 651572;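 active means inhibition above a per-plate limit, mean inhibition of low control wells plus 3 SD, cut at about 25% in these data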;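 further: 0% = DMSO wells with enzyme and 100% = wells lacking Arfgap1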
# Target sequence (Q62848 1-136 limits assumed): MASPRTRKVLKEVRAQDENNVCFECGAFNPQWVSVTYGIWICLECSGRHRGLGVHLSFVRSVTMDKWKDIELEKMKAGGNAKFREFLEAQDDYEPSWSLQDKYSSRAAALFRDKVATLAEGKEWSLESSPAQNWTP
#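 material = rat Arfgap1 catalytic domain, aa 1-136 | also added = human ARF1(Δ1-17)-GTP substrate | compound dosing = one concentration, 16.5 µM, DMSO 1.26% | times = GTP hydrolysis reaction 2 h at 25 °C | measured by = FP, GDP Alexa 633 tracer displaced from anti-GDP antibody, 620/688 nm | evaluation = percent inhibition of Arfgap1-stimulated GTP hydrolysis | replication = single well per compound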
# UHRF1 binding – human UHRF1 methylated DNA binding inhibitors. inhibition, % at 4.4 µM. 370,000 compounds, 0.75% hits. UHRF1 binding to methylated oligo, TR-FRET; in the data active means inhibition above about 21%;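 further: UHRF1 SRA domain binding a hemimethylated CpG hairpin DNA probe; 0% = median of test compound wells and 100% = reference inhibitor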
# DDE Tn7 FP inh – inhibitors of Tn7 peptide binding to human fibrin DD(E). FP displacement of FITC-Tn7 peptide from fibrin DD(E); 0% = median of compound wells per plate. inhibition, % at 8.3 µM. 370,000 compounds, 0.13% hits;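 active means inhibition above the mean of compounds falling within the control limits plus 3 SD of them, cut at about 14% in these data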;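 further: 0% = plate median of compound wells and 100% = 10 µM Aha-Tn7 peptide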
#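 Also added: labelled Tn7 tracer, 0.1 µM; Assay system: human fibrin DD(E) protein; Amount: 2 µM fibrin DD(E); Schedule: 10 min compound pre-incubation, 3 h probe incubation at room temperature; Repeats: one replicate per compound; Read-out basis: percent inhibition; Measured by: fluorescence polarization of the labelled Tn7 tracer.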
# * marks the source's active call; other numbers are inactive results; i = inactive; nt = not tested or not shown.
SMILES,sPLA2-III inh,NR1D1 modulator,ASAP1 GAP inh,PLC-gamma1 inh,KLK7 zymogen act,Tn6 DDE FP,PLCb3 inh,ARFGAP1 inh,UHRF1 binding,DDE Tn7 FP inh
CC(C)OCCCNc1ncc2c(n1)CC(c1ccc(N(C)C)cc1)CC2=O (configuration not stated),-3,-1,-8,1,-0.2,2,2,-2,0,7
COc1ccc(NS(=O)(=O)c2cccc(NC(=O)COc3ccc(OC)cc3)c2)cc1,-15,2,7,0,-0.1,-1,5,9,-3,-1
COc1ccc(N2CCN(CC(=O)NC(=O)NC(C)(C)C)CC2)cc1,3,-3,9,-3,0.0,4,-3,-4,3,0
CCCCS(=O)(=O)N1CCCc2nc(C)c(C)cc21,8,-6,2,-4,0.2,0,0,-8,-2,-1
CCSc1ccccc1C(=O)Nc1cccc(OC)c1,3,-4,-5,-1,0.4,-7,2,9,-2,-8
COCC(C)n1c(=O)sc2ccccc2c1=O (configuration not stated),2,4,4,0,-0.7,5,0,4,-1,9
CCn1c(O)c(N=NC(=O)CNc2ccc(C)cc2)c2ccccc21,8,-2,-4,2,-0.4,0,1,-11,-3,3
COc1ccc(S(=O)(=O)Nc2ccc(F)cc2F)cc1C(=O)N1CCOCC1,1,5,-8,-1,0.1,2,-5,6,-2,5
COC(CN(C(=O)CCl)C(C(=O)NC1CCCCC1)c1ccc(Cl)cc1)OC (configuration not stated),-4,-2,-7,1,0.2,-3,-1,8,4,-1
N#Cc1c(N)nc(SCc2ccccn2)c(C#N)c1-c1cccs1,-16,-1,-1,-61,1.0,4,-88,-4,-2,7
COCCNC(=O)C1CCC(CNS(=O)(=O)c2c(C)cc(C)cc2C)CC1 (configuration not stated),-4,3,7,2,0.1,7,-4,2,0,4
COc1ccc2c(C(=O)NCCCCO)c(-c3ccc(S(C)(=O)=O)cc3)sc2c1,8,-4,-1,i,49*,3,i,12,-3,5
CSCCCNC(=S)Nc1cccc(S(=O)(=O)NC2=NCCC2)c1,4,-6,2,1,-0.9,0,1,5,0,0
C[C@H](CO)N1C[C@H](C)[C@@H](CN(C)Cc2ccc(-c3ccccc3)cc2)Oc2c(NS(=O)(=O)c3cccs3)cccc2C1=O,-33,-9,6,2,0.1,0,0,2,-1,3
Cc1nn(-c2ccccc2)c(C)c1/C=N/n1c(-c2ccc(C(C)(C)C)cc2)n[nH]c1=S,-6,-3,14,3,0.5,2,0,6,-2,0
O=C(Nc1ccc2c(c1)Cc1cc([N+](=O)[O-])ccc1-2)C(F)(F)F,2,9,-3,1,0.9,1,-1,2,-1,-2
O=C(NCc1ccccc1)c1ccc(Cl)nc1,12,7,4,-1,-0.8,3,-1,0,8,5
COc1ccccc1NC(=O)Cn1c(C)nc2c(sc(=S)n2Cc2ccco2)c1=O,-8,-1,-4,0,0.2,4,-4,-6,-1,2
O=C(COC(=O)CNS(=O)(=O)c1cc(C(F)(F)F)ccc1Cl)NC1CC1,-2,0,3,1,0.4,14,-3,-15,-2,-1
Nc1c(C(=O)O)cnn1-c1ccc([N+](=O)[O-])cc1,-2,-2,-2,1,0.5,5,-1,-16,0,-3
CSc1ccccc1C(=O)NC1CC2CCC1C2 (configuration not stated),1,2,-1,3,-0.1,-1,3,6,-1,1
Cc1ccc(NC(=O)Cn2cccc2C2=NC(c3ccccc3)CO2)c(C)c1 (configuration not stated),6,-2,-13,-3,0.1,3,3,4,-1,9
CC(=O)NC1=CC(=C[N+](=O)[O-])C=C1O,6,14,-4,0,-0.6,8,2,3,12,1
O=C(COc1ccccc1C(=O)NCc1ccccc1)Nc1ccc(I)cc1,-2,6,nt,0,-0.8,2,2,nt,0,1
O=C(c1cc(N2C(=O)C3C4CCC(C4)C3C2=O)ccc1Cl)N1CCN(c2ccccc2F)CC1 (configuration not stated),4,-4,3,7,0.0,2,5,8,1,-4
COc1ccc(C2=NS(=O)(=O)N(C)C(C(=O)N3CCCCC3C)=C2)cc1 (configuration not stated),4,0,15,-107,1.5,-2,-124,-4,1,2
CCOC(=O)CCCCCC(=O)Nc1ccc2c(c1)CC(=O)N([C@@H](C)CO)C[C@@H](C)[C@@H](CN(C)C(=O)Nc1ccc(C(F)(F)F)cc1)O2,-38,1,-3,-1,-0.5,-3,0,0,4,2
CN(C)c1cccc(O)c1,-7,0,-6,-9,-0.5,34*,-14,-5,0,-4
O=S1(=O)N[C@H](c2ccccc2)COc2cc(Br)ccc21,-12,0,7,-2,0.4,-8,1,7,11,-8
CCCC1=[N+](CC(=O)c2ccc(C)cc2)CCn2cccc21,-10,-1,14,-81,0.5,-7,-96,2,-1,-1

# 11 entries from above, with values under each structure.
# Sequence of screens – sPLA2-III inh, NR1D1 modulator, ASAP1 GAP inh, PLC-gamma1 inh, KLK7 zymogen act, Tn6 DDE FP, PLCb3 inh, ARFGAP1 inh, UHRF1 binding, DDE Tn7 FP inh
- O=C(Nc1ccc2c(c1)Cc1cc([N+](=O)[O-])ccc1-2)C(F)(F)F
→ 2, 9, -3, 1, 0.9, 1, -1, 2, -1, -2
- O=C(NCc1ccccc1)c1ccc(Cl)nc1
→ 12, 7, 4, -1, -0.8, 3, -1, 0, 8, 5
- COc1ccccc1NC(=O)Cn1c(C)nc2c(sc(=S)n2Cc2ccco2)c1=O
→ -8, -1, -4, 0, 0.2, 4, -4, -6, -1, 2
- O=C(COC(=O)CNS(=O)(=O)c1cc(C(F)(F)F)ccc1Cl)NC1CC1
→ -2, 0, 3, 1, 0.4, 14, -3, -15, -2, -1
- Nc1c(C(=O)O)cnn1-c1ccc([N+](=O)[O-])cc1
→ -2, -2, -2, 1, 0.5, 5, -1, -16, 0, -3
- CSc1ccccc1C(=O)NC1CC2CCC1C2 (configuration not stated)
→ 1, 2, -1, 3, -0.1, -1, 3, 6, -1, 1
- Cc1ccc(NC(=O)Cn2cccc2C2=NC(c3ccccc3)CO2)c(C)c1 (configuration not stated)
→ 6, -2, -13, -3, 0.1, 3, 3, 4, -1, 9
- CC(=O)NC1=CC(=C[N+](=O)[O-])C=C1O
→ 6, 14, -4, 0, -0.6, 8, 2, 3, 12, 1
- O=C(COc1ccccc1C(=O)NCc1ccccc1)Nc1ccc(I)cc1
→ -2, 6, nt, 0, -0.8, 2, 2, nt, 0, 1
- O=C(c1cc(N2C(=O)C3C4CCC(C4)C3C2=O)ccc1Cl)N1CCN(c2ccccc2F)CC1 (configuration not stated)
→ 4, -4, 3, 7, 0.0, 2, 5, 8, 1, -4
- COc1ccc(C2=NS(=O)(=O)N(C)C(C(=O)N3CCCCC3C)=C2)cc1 (configuration not stated)
→ 4, 0, 15, -107, 1.5, -2, -124, -4, 1, 2

# (cont.)
SMILES,sPLA2-III inh,NR1D1 modulator,ASAP1 GAP inh,PLC-gamma1 inh,KLK7 zymogen act,Tn6 DDE FP,PLCb3 inh,ARFGAP1 inh,UHRF1 binding,DDE Tn7 FP inh
C=CCN1CCc2cc(O)c(O)cc2C(c2ccccc2)C1 (configuration not stated),-31,0,-3,0,0.4,7,4,4,-1,8
Cc1ccc(CC(CC(=O)O)C(=O)NC2CCCCC2)cc1 (configuration not stated),0,3,0,0,0.2,2,0,-11,-1,3
COc1cc(OC)c2c(-c3cccc(-c4ccc(F)c(Cl)c4)c3)cc(=O)oc2c1,1,2,7,-12,-1.9,4,-19,0,1,3
CCCn1c(SCC(=O)NC2CCCC(C)C2C)n[nH]c1=O (configuration not stated),-2,-4,-1,1,1.1,1,5,-5,0,-3
O=C1CC2(CCN(C(=O)c3cccc(F)c3)CC2)Oc2ccccc21,-5,-3,1,-17,2.0,-6,-26,6,-3,-2
O=C(Nc1ccc(F)c(Cl)c1)C1Cc2c(-c3ccc(Cl)cc3)ccnc2O1 (configuration not stated),-5,-4,15,2,0.1,6,-1,5,0,8
Cc1ccc(S(=O)(=O)N(CCCN(C)C)Cc2ccc3c(c2)OCO3)cc1,-4,2,-3,4,0.2,7,-3,-12,-2,-4
Cc1ccc2nc(-c3ccc(NC(=O)C(C)Sc4nncs4)cc3)sc2c1 (configuration not stated),-24,0,-4,-43,9.7,6,-68,0,-2,9
OC1(c2ccc(F)cc2)CCN(Cc2ccccc2)C1 (configuration not stated),5,4,10,4,0.3,1,8,6,-1,-5
S=C(Nc1ccc(Cl)c(Cl)c1)N1CCCC1,13,-2,2,1,-0.3,2,-4,-4,1,6
Cc1ccc(C2(C)NC(=O)N(CC(=O)NNC(=O)c3ccccc3)C2=O)cc1 (configuration not stated),-8,1,10,0,0.1,-4,2,-7,0,11

# 2 compounds drawn at random from the list so far:
SMILES,sPLA2-III inh,NR1D1 modulator,ASAP1 GAP inh,PLC-gamma1 inh,KLK7 zymogen act,Tn6 DDE FP,PLCb3 inh,ARFGAP1 inh,UHRF1 binding,DDE Tn7 FP inh
CCCn1c(SCC(=O)NC2CCCC(C)C2C)n[nH]c1=O (configuration not stated),-2,-4,-1,1,1.1,1,5,-5,0,-3
Cc1ccc(S(=O)(=O)N(CCCN(C)C)Cc2ccc3c(c2)OCO3)cc1,-4,2,-3,4,0.2,7,-3,-12,-2,-4
